# Autophagy mod – alters autophagy in cells. MEF GFP-LC3 puncta imaging; test concentration mostly 10 µM. calls only at 10 µM (by protocol). actives 0.98% (n = 190,000);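 active = percentage of spot-positive cells more than 3 SD above its plate mean, without a fluorescence outlier flag or 80% toxicity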;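 also: spot-positive cell cutoff set from DMSO-treated cells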
# CSM14.1 death rescue – protection against thapsigargin-triggered cell killing – 384-well, CSM14.1, ATP luminescence, primary screen (AID 1222). CSM14.1 thapsigargin-induced death rescue, ATP luminescence; higher % means a stronger effect. cellular ATP content (survival), % at 20 µM; hits with a dose series show EC50 in µM. 190,000 tested, under 10 active;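 active = EC50 below 50 µM in the dose-response confirmation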;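 also: death triggered by thapsigargin at about 15 µM added after 2 h compound pretreatment; cell ATP read after overnight thapsigargin exposure of roughly 18 to 22 hours; normalized against plate controls of thapsigargin alone and 5% DMSO vehicle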
# Salmonella PhoP GFP – inhibitors of PhoP regulon expression, primary screen, Salmonella Typhimurium, GFP reporter (AID 1863); actives 0.16% (n = 300,000); S. Typhimurium PhoP-regulated promoter GFP reporter, 4 h; higher % means a stronger effect; one-dose inhibition, % at 50 µM; IC50 in µM for titrated hits;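 active = inhibition over 29.93%, a cutoff 3 SD above the screen mean, later confirmed by dose response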;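 also: 0% = low Mg2+ inducing control and 100% = high Mg2+ repressing control; strong numbers were not always called active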
# bCat nuc transl – modulators of beta-catenin nuclear translocation | HeLa beta-catenin nuclear translocation, immunofluorescence imaging | nuclear translocation activity, % at 5 µM | actives 0.3% (n = 190,000) | AID 1665;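 active = nuclear translocation activity above 50% at 5 µM, with a well cell count of 50 or more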;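 also: per-cell ratio of nuclear to cytoplasmic median beta-catenin stain intensity; plate controls were DMSO negative control for no effect and GSK-3 inhibitor IX positive control for full effect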
#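 Signal – beta-catenin immunofluorescence imaging with DAPI · Test system – human HeLa cell line · Dosing – 5 µM primary single dose, 0.1% DMSO, 0.02–20 µM confirmation series · Measure – % activation, nuclear-to-cytoplasmic median beta-catenin signal ratio per cell · Incubation – 24 h compound exposure at 37°C, 5% CO2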
# Hep lipid drop – hepatic lipid droplet formation modulation. AML12 mouse hepatocytes, oleate lipid droplets, BODIPY imaging. inhibition, % at 6.5 µM. actives 0.4% (n = 240,000). AID 1656;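 active = lipid droplet intensity inhibited by at least 50%, with more than 500 cells counted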
#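 Material – mouse AML12 hepatocyte cell line, fixed after treatment · Compound dosing – one dose, 6.5 µM compound · Times – compound with oleate, overnight · Measured by – Image-based BODIPY and DAPI two-channel analysis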
# MT stabilizer – microtubule stabilization, imaging screen. HeLa tubulin immunostaining HCS, 24 h; share of cells brighter than vehicle mean+2SD. % tubulin-high responders, % at 10 µM. actives 0.83% (n = 200,000). AID 2205;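 active = plate Z-score above 3 for both tubulin-high and condensed-nucleus cell shares, with cell loss under 80%, at 10 µM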;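 also: anti alpha tubulin signal scored within the nucleus-defined area of each cell; some results filed as inactive read as strong as hits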
# Dynein transport – blocks dynein driven cargo transport along microtubules; actives 0.47% (n = 220,000); z-score, hits read low; 3617.4 mouse cells, GR-EGFP nuclear translocation imaging; test concentration mostly 20 µM; stimulated with dexamethasone, 1 µM; active compounds read low;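 active = plate z-score of nuclear minus cytoplasmic receptor signal below a set negative limit, without overly bright fluorescence or cell loss, cut at about -3.5 in these data, passing the limit was not always enough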;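 also: z-score of nuclear minus cytoplasmic ring GR-EGFP intensity difference per well; some compounds called inactive have numbers as strong as hits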
#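 Also added: dexamethasone, 1.0 µM final. Medium: tet-free, stripped-serum medium. Detection: fixed, Hoechst-stained cells imaged at 10x for EGFP. Read-out: nuclear-to-cytoplasmic GR-EGFP distribution per well. Times: induction 48 h, compound 1 h, agonist 30 min.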
# T cell modulator – T cell immune modulators affecting CD8 T cell-vesicle binding | 2C CD8+ T cell-vesicle binding, flow cytometry; active compounds read low | calls only at 7 µM | actives 0.068% (n = 330,000);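 active = response, share of CD8 T cells binding vesicles, and their 90th percentile fluorescence all below set limits, cut at about 80% in these data, passing the limit was not always enough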
#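 Also added: QL9-peptide-loaded Drosophila micro-vesicles bearing Ld, ICAM-1 and B7-1; Test system: purified 2C TCR transgenic mouse naive CD8+ T cells; Measured by: cytometric PE anti-B7-1 and Alexa647 anti-CD8 signals after 1% paraformaldehyde fixation; Timing: binding step 1.5 h, 37 °C, antibody labelling 20 min, ice.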
# Ins promoter up – MIN6 insulin promoter up-regulation. MIN6 insulin promoter-GFP reporter, high-content imaging; active compounds read high. z-score at 5 µM. actives 0.3% (n = 190,000);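 active = z-score above 3 at 5 µM with at least 500 cells counted in the well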
# Dynein transport cytoplasmic EGFP – second read-out of Dynein transport, no call of its own (marks repeat the call); z-score; measured here: cytoplasmic GR-EGFP intensity; active compounds read high
# Dynein transport nuclear GR-EGFP – further read-out of Dynein transport, marked with its call; z-score; measured here: nuclear GR-EGFP intensity;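 lower value marks the stronger effect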
# Dynein transport cell count – recorded beside Dynein transport, whose call it bears; z-score; measured here: cell count per field
# Ins promoter up cell count – also measured in Ins promoter up; calls as there; cell count; measured here: cytotoxicity, nuclei count;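 total cells summed across four imaged fields per well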
# Hep lipid drop cells 6.5 µM – recorded beside Hep lipid drop, whose call it bears; cell count; measured here: cell count, cytotoxicity flag;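 cells counted across two imaged fields per well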
# bCat nuc transl cell count 5 µM – also measured in bCat nuc transl; calls as there; cell count; measured here: cell count, cytotoxicity flag
# T cell modulator vesicle-bound % – recorded beside T cell modulator, whose call it bears; double positive events, %; measured here: CD8+ vesicle-bound cell fraction;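 binding gate set so that unloaded-vesicle control wells show 10% double positive cells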
# MT stabilizer Hoechst-high % – further read-out of MT stabilizer, marked with its call; % Hoechst-high responders; measured here: nuclear condensation Hoechst responders;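 share of cells brighter than vehicle mean plus two SD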
# MT stabilizer cytotoxicity % – further read-out of MT stabilizer, marked with its call; toxicity, %; measured here: cytotoxicity by cell density;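 0% = mean cell density of plate MIN control wells and 100% = no cells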
# Autophagy mod cell loss 18 h – also measured in Autophagy mod; calls as there; toxicity, %; measured here: cell loss, nuclei count;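 cell loss after 18 h compound exposure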
# Starred values were filed as active, the others as inactive; i = inactive; nt = no result given; + = active, no number.
compound,Autophagy mod,Autophagy mod cell loss 18 h,CSM14.1 death rescue,Salmonella PhoP GFP,bCat nuc transl,bCat nuc transl cell count 5 µM,Hep lipid drop,Hep lipid drop cells 6.5 µM,MT stabilizer,MT stabilizer Hoechst-high %,MT stabilizer cytotoxicity %,Dynein transport,Dynein transport cytoplasmic EGFP,Dynein transport nuclear GR-EGFP,Dynein transport cell count,T cell modulator,T cell modulator vesicle-bound %,Ins promoter up,Ins promoter up cell count
CCN1C(=O)c2cccc3c(S(=O)(=O)Nc4ncccc4C)ccc1c23,i,-13,-2.2%,11%,0.9,1333,nt,nt,4.9,3.7,8.6,0.047,0.048,0.014,0.84,i,32,-1.3,1307
COc1ccc(OC)c(NS(=O)(=O)c2ccc3c(c2)n(C)c(=O)n3C)c1,i,6,-0.4%,23%,-1.0,1192,-1,781,2.8,0.1,21,-0.0077,0.012,0.13,-0.68,i,49,-1.2,1228
COc1ccc(C(=O)Nc2ccccc2N2CCOCC2)cc1[N+](=O)[O-],i,-19,-0.4%,8%,-4.2,544,-7,714,2.8,3.2,6.1,-0.67,-0.26,0.19,0.52,i,36,1.1,1095
Cc1ccccc1Oc1cccc(C(=O)/C(C#N)=C/N(C)C)c1,i,4,-2.7%,-7%,-4.4,1144,10,792,1.2,1.1,0.2,2.7,0.083,2,-1.7,i,39,nt,nt
O=c1c2c(nc3nc(NCc4cccc5ccccc45)[nH]n13)CCC2,i,12,nt,-7%,-2.4,1097,21,697,3.5,3.1,10,-0.13,-0.24,-0.47,0.78,i,40,0.17,1229
CCn1c(=NC(=O)C2COc3ccccc3O2)sc2c(OC)ccc(OC)c21 (stereo unspecified),nt,nt,nt,-1%,-0.5,1258,-22,732,nt,nt,nt,-0.86,-0.24,-0.46,1.3,i,17,-0.66,892
O=C(/C=C/Nc1ccc(S(=O)(=O)Nc2ncccn2)cc1)c1ccc2ccccc2c1,nt,nt,nt,4%,-0.8,1255,nt,nt,nt,nt,nt,0.51,-0.11,0.25,-2.4,i,32,-0.94,1388
Cc1cc(C)n(-c2nc(NC(C)C)nc(NC(C)C)n2)n1,i,-1,-0.8%,3%,1.1,1378,nt,nt,1.2,1.6,6.5,-0.66,-0.2,-0.44,0.29,i,30,0.08,1645
COc1ccc(/C=N/NC(=O)c2ccncc2)cc1CN1CCN(c2ccc(F)cc2)CC1,i,-9,-5.0%,-5%,0.2,1103,-17,713,4.0,1.7,8.7,-1.5,-0.21,-0.95,0.89,i,26,-0.07,1200
CCc1cc(CN2CCOCC2)c(NC(=O)c2ccccc2)s1,i,-5,-0.7%,-1%,-2.5,1069,1,688,2.2,3.6,6.9,-0.54,0.041,-0.11,-1.2,i,25,0.12,1232
CCC(C)(C)C1CCc2[nH]nc(C(=O)N/N=C(\C)c3ccco3)c2C1 (stereo unspecified),nt,nt,nt,1%,-1.1,1338,-1,736,nt,nt,nt,-3.8*,0.45*,-2.1*,0.34*,i,34,-0.19,1025
CCC(=O)Nc1ccc(C(=O)Nc2cccnc2)cc1,i,-4,-1.2%,13%,nt,nt,-1,735,2.6,1.2,5.6,-0.57,-0.15,-0.22,-0.24,i,46,nt,nt
CC(C)c1ccc2[nH]c(O)c(N=NC(=O)c3cccc(S(=O)(=O)N4CCCCC4)c3)c2c1,i,-5,19%,-4%,0.4,953,-4,662,3.0,1.4,6.5,-0.84,-0.14,-0.34,1.6,i,11,-0.72,1315
O=C(O)CCC(=O)Nc1ccc(Cc2ccc(NC(=O)CCC(=O)O)cc2)cc1,i,-4,-1.3%,-1%,0.6,1123,-4,742,2.7,1.2,11,0.084,-0.1,-0.045,0.28,i,62,-0.1,1002
O=C(C1=C[C@H](c2ccc(C(F)(F)F)cc2)C[C@H](OCCCCO)O1)N1CCOCC1,i,3,-0.3%,-7%,-0.8,1101,-2,704,1.6,1.9,4.0,-0.98,-0.29,-0.24,0.77,i,20,-1,1232
O=C(CSc1ncnc2c(-c3ccc(Cl)cc3)nsc12)c1ccccc1,i,21,-1.5%,13%,0.6,904,nt,nt,11,1.1,8.1,0.22,-0.35,0.45,-0.85,i,6,-0.24,1251

# Reprinted from the part before: 2 entries, followed by the next part.
compound,Autophagy mod,Autophagy mod cell loss 18 h,CSM14.1 death rescue,Salmonella PhoP GFP,bCat nuc transl,bCat nuc transl cell count 5 µM,Hep lipid drop,Hep lipid drop cells 6.5 µM,MT stabilizer,MT stabilizer Hoechst-high %,MT stabilizer cytotoxicity %,Dynein transport,Dynein transport cytoplasmic EGFP,Dynein transport nuclear GR-EGFP,Dynein transport cell count,T cell modulator,T cell modulator vesicle-bound %,Ins promoter up,Ins promoter up cell count
O=C(C1=C[C@H](c2ccc(C(F)(F)F)cc2)C[C@H](OCCCCO)O1)N1CCOCC1,i,3,-0.3%,-7%,-0.8,1101,-2,704,1.6,1.9,4.0,-0.98,-0.29,-0.24,0.77,i,20,-1,1232
O=C(CSc1ncnc2c(-c3ccc(Cl)cc3)nsc12)c1ccccc1,i,21,-1.5%,13%,0.6,904,nt,nt,11,1.1,8.1,0.22,-0.35,0.45,-0.85,i,6,-0.24,1251
CCC1(c2ccc(Cl)cc2)NC(=S)N(c2ccccc2)N1 (stereo unspecified),i,13,-3.1%,-8%,0.0,1050,-7,614,8.5,3.1,6.5,-0.96,-0.25,-0.26,0.31,i,41,-0.39,1524
COc1ccccc1NC(=O)CC(c1ccc(F)cc1)c1ccco1 (stereo unspecified),nt,nt,nt,-9%,-3.5,1149,2,703,nt,nt,nt,-0.63,-0.17,-0.45,0.19,i,16,nt,nt
COc1ccc(N2CCN(C(c3cc(OC)ccc3OC)c3nnnn3CC3CCCO3)CC2)cc1 (stereo unspecified),i,-2,0.6%,10%,nt,nt,2,743,4.0,2.2,1.9,2.8,-0.23,1.2,-0.79,i,59,nt,nt
O=C(c1ccc(C(=O)N2CCOCC2)nc1)N1CCOCC1,i,-10,-2.4%,8%,nt,nt,6,655,3.2,2.0,1.1,-0.15,-0.2,-0.17,0.67,i,18,-0.38,1245
Cc1ccc(-c2nc(-c3cccnc3)no2)cc1,i,-6,-4.8%,0%,-1.6,1122,7,819,1.3,2.0,0.7,0.13,-0.24,0.26,-0.57,i,16,2.2,1038
C=CCOc1ccc(C2c3c(oc4ccccc4c3=O)C(=O)N2CCCN2CCOCC2)cc1 (stereo unspecified),i,-11,-1.9%,-8%,-8.4,983,nt,nt,2.3,1.8,7.0,-0.38,-0.22,0.16,0.48,i,5,-0.4,1074
CC(C)n1ncc2c(C(=O)O)cc(C3CC3)nc21,nt,nt,nt,-12%,0.7,1309,19,692,nt,nt,nt,0.12,-0.083,0.027,0.075,i,29,0.05,1050
COc1ccc(OCC(O)CN2CCCCCC2)cc1 (stereo unspecified),i,-2,-2.0%,3%,2.1,578,-4,731,3.2,1.6,8.6,-0.65,-0.26,-0.28,0.34,i,21,nt,nt
O=C(CS(=O)(=O)Cc1ccccc1)Nc1nc2c(s1)CCCC2,i,4,0.2%,20%,2.0,1142,10,722,3.4,0.1,60,-0.83,-0.26,-0.69,0.16,i,56,-0.41,1210
COc1ccc2o/c(=N/NC(=S)Nc3ccccc3)c(C(N)=O)cc2c1,+,7.5*,2.6%,-9%,-0.5,1151,10,624,7.1,2.0,7.3,-0.51,-0.2,-0.21,0.52,nt,nt,-0.25,1394
CCOC(=O)C1(C(F)(F)F)N=C(C(F)(F)F)Nc2cc(C)c(C)cc21 (stereo unspecified),i,22,-0.6%,12%,-1.5,598,6,780,3.1,2.5,12,-0.57,0.57,0.71,-0.27,i,52,0.12,1345
Cc1ccccc1CSCC(=O)N/N=C/c1cccs1,i,-15,1.9%,5%,5.4,1425,nt,nt,7.0,4.1,1.2,0.3,-0.19,-0.21,-0.34,i,20,-0.71,1562
O=C(O)c1ccc2c(c1)NC(=O)C(N1CCCC1)S2 (stereo unspecified),i,-4,-1.3%,-5%,-2.2,826,nt,nt,6.2,3.1,8.3,1.1,-0.12,0.84,-1.1,i,49,1.4,1289
CC(=O)c1c(C)[nH]c(C(=O)N2CCN(c3ccc(F)cc3)CC2)c1C,i,11,-1.0%,-3%,nt,nt,12,766,4.1,3.3,1.2,0.075,-0.24,0.017,-0.17,i,14,-0.57,874
CC(=O)C(=Cc1cn(-c2ccccc2)nc1-c1ccccc1)C(C)=O,i,0,0.0%,0%,0.3,1102,12,715,3.9,2.4,4.4,-1.6,-0.19,-0.41,0.25,i,51,3.2*,1325*
CC(=O)c1c(O)cc(O)cc1CC(=O)O,i,6,-2.5%,-6%,-3.8,1168,13,718,3.9,1.6,6.6,-0.51,-0.23,-0.16,0.55,i,42,-0.09,1314
